Dyrk1A ADPGlo – blocks rat Dyrk1A kinase activity; Q63470; ADP-Glo luminescence, NFATc1 peptide; inhibition, % at 12.5 µM; hit rate 0.43% among 310,000; AID 504441; in the data active = inhibition above about 50%;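 note: plate controls were vehicle with enzyme for no effect and no enzyme for full effect; many of its hits are not listed in these tables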
KLF5 inhibitor – inhibitors of KLF5 expression; DLD-1 KLF5 promoter-luciferase reporter, luminescence; inhibition, % at 5 µM; hit rate 0.23% among 290,000; AID 1700;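 active = inhibition above a per-plate limit of that plate's mean compound inhibition plus 3 SD, cut at about 60% in these data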;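 note: 0% = DMSO wells and 100% = LY294002 at 200 µM; higher means less KLF5 promoter-driven luciferase light; inactives centre near -14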
aSyn UTR inh – 5' untranslated region of α-synuclein, MLPCN primary screen | alpha-synuclein 5'UTR reporter, inhibitor activity | inhibition, % (tested at 7.5 µM) | hit rate 0.82% among 300,000 | AID 1813; in the data active = inhibition above about 60%;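 note: H4 neuroglioblastoma cells stably carrying SNCA 5'UTR luciferase fusion; 0% = DMSO wells and 100% = positive control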
GSK3B inh – human GSK3beta kinase inhibition | hit rate 0.038% among 300,000 | activity score (negative = inhibition), % at 10 µM | P49841 | GST-GSK3beta kinase, ADP-Glo luminescence, 60 min; active compounds read low;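 active = more than half of replicate wells score below -50%, meaning over 50% inhibition versus plate controls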;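 note: 0% = median DMSO wells and -100% = median GW8510 positive control wells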
Target sequence (P49841 whole entry, looked up): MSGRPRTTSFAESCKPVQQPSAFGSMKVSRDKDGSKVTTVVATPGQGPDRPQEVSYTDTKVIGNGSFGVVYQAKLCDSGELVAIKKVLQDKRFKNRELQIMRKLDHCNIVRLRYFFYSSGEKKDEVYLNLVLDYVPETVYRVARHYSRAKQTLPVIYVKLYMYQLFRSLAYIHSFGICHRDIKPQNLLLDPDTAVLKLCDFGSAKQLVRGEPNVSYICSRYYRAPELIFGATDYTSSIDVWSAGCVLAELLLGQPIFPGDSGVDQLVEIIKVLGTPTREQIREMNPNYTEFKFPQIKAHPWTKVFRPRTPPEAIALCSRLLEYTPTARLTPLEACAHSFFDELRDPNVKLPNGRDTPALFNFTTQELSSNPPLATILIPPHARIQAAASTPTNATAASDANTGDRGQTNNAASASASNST
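Assay system: GST-fused GSK3beta enzyme, cell-free / Medium: Tris pH 7.5 buffer with MgCl2, DTT, BSA, heparin / Also added: peptide substrate plus 25 µM ATP (final) / Compound: 10 µM single point / Timing: kinase reaction with compound 60 min at room temperature / Detection: ADP-Glo luminescence / Benchmarks: DMSO neutral wells and GW8510 at 20 µM as positive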
HSP90 inh – inhibitors of HSP90 luciferase refolding in rabbit reticulocyte lysate; hit rate 0.91% among 290,000; inhibition, % at 5.6 µM; luciferase refolding luminescence, 3 h;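 active = inhibition above the screen-wide mean plus 3 SD, computed separately per campaign, cut at about 16% in these data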;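 note: 0% = DMSO wells and 100% = 60 µM geldanamycin wells; inhibitors lower the luminescence because luciferase stays unfolded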
GSK3 alpha inh – inhibitors of human GSK-3 alpha kinase; hit rate 0.1% among 320,000; P49840; inhibition, % at 10 µM; ADP-Glo luminescence, 60 min;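 in the data active = inhibition above about 50%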;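 note: GST-tagged GSK-3 alpha with peptide substrate and 25 µM ATP; 0% = DMSO neutral wells and 100% = GW8510 positive control wells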
Target sequence (P49840 whole entry, looked up): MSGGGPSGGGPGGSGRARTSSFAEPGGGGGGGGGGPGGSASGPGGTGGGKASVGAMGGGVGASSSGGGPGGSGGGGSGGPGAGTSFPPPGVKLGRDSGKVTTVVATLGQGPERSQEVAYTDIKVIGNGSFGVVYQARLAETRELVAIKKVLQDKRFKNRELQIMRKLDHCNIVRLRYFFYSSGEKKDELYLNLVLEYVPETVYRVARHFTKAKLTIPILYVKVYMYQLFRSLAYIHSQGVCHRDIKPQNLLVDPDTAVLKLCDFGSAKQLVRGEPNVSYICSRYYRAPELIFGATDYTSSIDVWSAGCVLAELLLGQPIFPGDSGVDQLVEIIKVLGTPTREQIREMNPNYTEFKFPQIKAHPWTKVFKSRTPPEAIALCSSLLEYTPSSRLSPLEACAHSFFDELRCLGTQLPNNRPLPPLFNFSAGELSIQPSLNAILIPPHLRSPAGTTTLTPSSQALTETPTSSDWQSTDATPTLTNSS
Platelet DG rel – modulates dense granule release in human platelets. human platelet-rich plasma, SFLLRN dense granule ATP release, luminescence. inhibition, %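 (compounds screened at 7.5 µM in platelet-rich plasma)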. hit rate 0.22% among 300,000;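 active = mean replicate score, as percent of positive control, at or above 50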
IEC-6 cytotox – kills IEC-6 intestinal cells in KLF5 counter-screen; AID 1825; hit rate 0.78% among 290,000; IEC-6 cytotoxicity, luminescence viability; inhibition, % at 5 µM; in the data active = inhibition above about 22%;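 note: 0% = plate median of test compound wells and 100% = cytotoxic reference compound wells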
HSF1 inh – HSF1 inhibition; NIH3T3-HGL HSE-luciferase, MG132-induced, luminescence 8 h; active compounds read low; hit rate 0.77% among 300,000; activity change, negative = inhibition, % at 7.5 µM (by protocol);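 active = more than half of replicate wells show activity change below -50%, luminescence cut by over half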;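 note: luciferase reports HSF-1 transcriptional activity via heat shock element; 0% = median of DMSO wells and -100% = zero luminescence signal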
HSF1 activator – increases HSF-1 driven luciferase reporter signal; NIH3T3-HGL HSF-1 luciferase reporter, MG132, 8 h; 100% = twice DMSO control signal; AID 504408; activation, % at 9 µM; hit rate 1.7% among 300,000;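 active = mean replicate activation of at least 50% with a set share of replicates each reaching 50%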;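 note: 0% = median of the neutral control wells and 100% = twice that signal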
The depositor's hits bear a star; · = not tested or not shown. This is a subset; rates above refer to the full screens.

SMILES	Dyrk1A ADPGlo	KLF5 inhibitor	aSyn UTR inh	GSK3B inh	HSP90 inh	GSK3 alpha inh	Platelet DG rel	IEC-6 cytotox	HSF1 inh	HSF1 activator
CC[C@H](C)[C@H](NC(N)=O)C(=O)Nc1ccc2c(c1)OCO2	9	-16	-25	0	-2	0	11	-4	-3	34
O=C(O)C(Cc1ccccc1)N=Cc1c(O)c2ccccc2oc1=O (stereo not drawn)	2	-7	-30	2	0	·	1	1	5	-2
COc1ccc(-c2noc(CCCC(=O)NC3CCCCC3)n2)cc1OC	1	-1	6	-1	4	-3	13	12	5	16
CC1CCN(S(=O)(=O)c2ccc(S(=O)(=O)NCc3cccnc3)cc2)CC1	2	-4	-46	2	-1	4	6	6	-4	-3
Cc1c(C(=O)O)oc2ccc(S(=O)(=O)N3CCCC3)cc12	1	-15	6	1	-2	1	24	3	4	13
CC(C)c1nnc(NC(=O)CSc2nnc(NC(=O)c3c(F)cccc3F)s2)s1	2	-30	-3	4	2	4	2	0	6	-2
CCC(C)[C@H](NC(=O)NCc1ccc(F)cc1)C(=O)O (stereo partly drawn)	-2	-33	8	-1	0	-1	-3	4	-3	-5
CC1CCCN(C(=O)CN2C(=O)CSc3ccc(S(=O)(=O)N4CCOCC4)cc32)C1 (stereo not drawn)	·	-22	-5	-3	-7	0	0	-7	-1	7
c1ccc(Cn2cc(CN3CCCCO3)c(-c3ccc4c(c3)OCO4)n2)cc1	3	-12	-3	1	0	-5	-3	6	-3	31
O=C(/C=C/c1ccccc1)NC1CCSC1=O (stereo not drawn)	-1	-18	-59	1	-3	0	-2	-2	14	23
CC(=O)Nc1ccc(S(=O)(=O)N(C)CC(=O)OCC(=O)N2CCCCCC2)cc1	0	16	-5	0	7	4	12	5	-1	-5
Cc1cccc(NC(=S)Nc2ccc(Oc3ccccc3)cc2)n1	-6	0	11	2	3	1	5	4	-4	14
O=C1CN(C(=O)COC(=O)c2ccc([N+](=O)[O-])s2)c2ccccc2N1	-1	·	·	·	·	1	·	·	-5	-5
Cc1cc(N2CCN(Cc3cn(C)nc3-c3ccccc3F)CC2)cc(C)n1	·	28	91*	-1	0	-3	-2	28*	-1	-5
O=C(CCS(=O)(=O)c1ccccc1)Nc1nccs1	-1	-42	-24	1	-4	-1	7	-8	-10	-30
COc1cccc(C2=NOC(C(=O)Nc3ccc(C(C)=O)cc3)C2)c1 (stereo not drawn)	3	-20	·	-1	0	-3	-1	0	·	·
O=CN1CCN(C(C(=O)NC2CCCCC2)c2cc3c(cc2[N+](=O)[O-])OCO3)CC1 (stereo not drawn)	1	-17	-31	2	0	-4	-15	-3	9	12
CCOC(=O)C1=C(OCc2ccc(Cl)cc2)C2C=C(C)C=CC2N=C1 (stereo not drawn)	-2	-4	12	3	2	0	3	-3	-10	6
CCC(C)(C)NC(=O)C(c1ccc(F)cc1)N(Cc1ccccc1)C(=O)c1cnccn1 (stereo not drawn)	-2	-22	-7	2	1	-2	-2	-5	18	43
COc1ccc(/C=C(\NC(=O)c2ccc(C)cc2)C(=O)NCCCn2ccnc2)cc1	-7	-15	8	-1	0	-1	-4	3	-8	-11

4 entries picked at random from the list so far, as already listed:
SMILES	Dyrk1A ADPGlo	KLF5 inhibitor	aSyn UTR inh	GSK3B inh	HSP90 inh	GSK3 alpha inh	Platelet DG rel	IEC-6 cytotox	HSF1 inh	HSF1 activator
O=C(O)C(Cc1ccccc1)N=Cc1c(O)c2ccccc2oc1=O (stereo not drawn)	2	-7	-30	2	0	·	1	1	5	-2
CC(=O)Nc1ccc(S(=O)(=O)N(C)CC(=O)OCC(=O)N2CCCCCC2)cc1	0	16	-5	0	7	4	12	5	-1	-5
CC(C)c1nnc(NC(=O)CSc2nnc(NC(=O)c3c(F)cccc3F)s2)s1	2	-30	-3	4	2	4	2	0	6	-2
O=C1CN(C(=O)COC(=O)c2ccc([N+](=O)[O-])s2)c2ccccc2N1	-1	·	·	·	·	1	·	·	-5	-5

Remaining list, next part:
SMILES	Dyrk1A ADPGlo	KLF5 inhibitor	aSyn UTR inh	GSK3B inh	HSP90 inh	GSK3 alpha inh	Platelet DG rel	IEC-6 cytotox	HSF1 inh	HSF1 activator
Cc1ccccc1Nc1nc(N)nc(CSCC(=O)Nc2cccc(Br)c2)n1	5	-27	29	-3	1	-1	-2	-4	3	20
Cc1cc(C)n2c(SCC(=O)Nc3c(C)n(C)n(-c4ccccc4)c3=O)nnc2n1	-3	-7	12	-2	0	-1	11	0	-3	11
O=[N+]([O-])c1ccccc1CNC(Cc1ccccc1)c1ccccc1 (stereo not drawn)	·	-15	-18	4	1	-3	0	-1	-4	0
CCOc1ccc(NC(=O)CCn2nc(C)c(S(=O)(=O)N3CCCCC3)c2C)cc1	-6	-10	13	1	-7	-1	9	-4	-4	12
COC(=O)c1ccc(NC(=O)CSc2nnc(C3CC3)n2C)cc1	-12	-23	-6	-2	-2	-1	-4	-11	0	1
O=C(c1ccc2c(c1)C(=O)N(CCCO)C2=O)c1ccc2c(c1)C(=O)N(CCCO)C2=O	-1	26	·	·	2	-1	·	2	·	·
CCCNC(=O)NC(=O)CSc1nc(C)cs1	4	-13	3	2	0	0	-1	0	5	14
Cc1ccc(CNc2nc(-c3cccs3)nc3ccccc23)cc1	6	-5	16	3	0	4	3	1	11	16
CCN(CC)c1ccc(C(=O)OCC(=O)N(C(C)C)C(C)C)cc1	-5	-14	-9	-2	-1	-5	1	-1	5	4
CCNC(=S)N1CCc2cc(OC)c(OC)cc2C1COc1ccc(F)cc1 (stereo not drawn)	·	-1	20	-1	3	0	5	5	1	-1
COc1ccc(C(=O)NNC(=O)CSc2nnnn2C)cc1	0	4	-1	1	5	-3	3	0	-4	-5
N#CCC(=O)Nc1ncn(Cc2ccccc2Cl)n1	1	2	-17	3	3	-2	-4	1	1	4
O=C(CSCC(=O)Nc1nccs1)Nc1ccccc1	0	-4	8	-1	1	0	1	1	·	·
Cc1cc(Nc2nnnn2-c2ccccc2)n(-c2ccc(Cl)cc2)n1	-6	-2	18	1	3	-2	·	-4	-3	-4
NNC(=O)[C@H](Cc1ccccc1)NC(=O)Nc1ccc2c(c1)OCCO2	-3	-21	-14	-8	-1	-3	-2	-5	13	5
CCC(C)n1[nH]c(=O)cc1N (stereo not drawn)	·	-1	1	-1	3	-2	9	0	-1	-5
Cc1cccc(-c2nnc(SCC#N)n2C)c1	-2	-43	-24	-3	1	1	8	3	-3	8
COc1ccc2nc3cc(Cl)ccc3c(C#N)c2c1	1	-10	-7	-1	0	6	-2	-2	-1	-5
Cc1ccccc1C(=O)NC(=S)N(C)C1CCCCC1	-3	-16	-19	5	3	3	-27	-1	-1	-7
CCCCNC(=S)NNC(=O)c1ccc2c(c1)OCO2	5	-42	-6	3	3	-2	-3	2	3	-19

Part of the list above in order of length of the SMILES, rising.
SMILES	Dyrk1A ADPGlo	KLF5 inhibitor	aSyn UTR inh	GSK3B inh	HSP90 inh	GSK3 alpha inh	Platelet DG rel	IEC-6 cytotox	HSF1 inh	HSF1 activator
CCCNC(=O)NC(=O)CSc1nc(C)cs1	4	-13	3	2	0	0	-1	0	5	14
Cc1ccc(CNc2nc(-c3cccs3)nc3ccccc23)cc1	6	-5	16	3	0	4	3	1	11	16
O=[N+]([O-])c1ccccc1CNC(Cc1ccccc1)c1ccccc1 (stereo not drawn)	·	-15	-18	4	1	-3	0	-1	-4	0
Cc1ccccc1Nc1nc(N)nc(CSCC(=O)Nc2cccc(Br)c2)n1	5	-27	29	-3	1	-1	-2	-4	3	20

(continued)
SMILES	Dyrk1A ADPGlo	KLF5 inhibitor	aSyn UTR inh	GSK3B inh	HSP90 inh	GSK3 alpha inh	Platelet DG rel	IEC-6 cytotox	HSF1 inh	HSF1 activator
CCc1[nH]nc2c1C1(CCN(C(=O)OCc3ccccc3)CC1)C(C#N)=C(N)O2	-3	-15	-29	0	-2	5	4	-10	7	55*
O=C(CN1C2CCCC1CC(NC(=O)C1CCCCC1)C2)NCc1ccc(F)cc1 (stereo not drawn)	5	-30	17	2	6	-1	18	-4	1	-15
Cn1c(=O)c2c(nc(SCCN3CCOCC3)n2C)n(C)c1=O	11	-6	7	-2	-3	1	-8	-3	-7	7
CCOc1ccc(C(O)(c2ccccc2OC)C(CN2CCCC2)c2ccccc2)cc1 (stereo not drawn)	·	-31	-26	2	-4	2	-3	8	2	1
CC1(C)CC(=O)C(C=NC(CCC(N)=O)C(=O)O)=C(O)C1 (stereo not drawn)	-6	-7	4	0	3	1	-5	5	-7	5
Cc1oc(-c2ccccc2Cl)nc1CS(=O)CC(=O)NCc1ccccc1Cl (stereo not drawn)	-3	-45	-3	5	-1	-1	2	-2	12	12
COc1ccc(C2c3[nH]c4ccccc4c3CCN2CCCn2cccn2)c(F)c1 (stereo not drawn)	-3	-12	5	-2	0	8	-7	2	2	-9
CCN(CC(=O)Nc1ccc2c(c1)OCCO2)c1ccc(S(=O)(=O)N2CCOCC2)cn1	-10	0	-55	0	0	-3	-4	1	-16	-13
Cn1c(=O)c2c(nc(CN3CCN(c4ccc(F)cc4)CC3)n2CCN2CCOCC2)n(C)c1=O	-8	-2	-1	1	1	1	25	4	0	-2
O=C(CSCc1ccccc1Cl)N1CCN(c2ccccn2)CC1	2	-67	-82	3	-1	0	1	-3	2	21
CN(C)C(CNc1ccc(C(F)(F)F)cn1)c1ccccc1 (stereo not drawn)	1	-15	-16	-1	-2	-2	1	3	3	6
CCn1nnc(NC(=S)NC(=O)c2ccc(-c3cccc(Cl)c3)o2)n1	·	-6	-23	0	1	-1	-18	-1	7	19
O=C(Nc1ccc(C(=O)N2CCCCC2)cc1)c1cccc([N+](=O)[O-])c1	-3	-12	-25	1	-2	0	5	4	-3	17
COc1ccc(CN2CCN(C(=O)C3CCN(S(=O)(=O)c4cccs4)CC3)CC2)c(OC)c1OC	-2	-2	6	5	3	-4	-5	10	-4	12
NC(=O)NC(=O)COC(=O)CCSc1ccccc1	-6	3	15	-1	5	5	5	-5	5	-3
C/C(CC(=O)Nc1cccc(Cl)c1)=N\NC(=O)Cc1ccc(Cl)cc1	5	-8	15	1	-2	0	-3	-3	10	8

In another format: 2 of the compounds above
Below each SMILES: Dyrk1A ADPGlo	KLF5 inhibitor	aSyn UTR inh	GSK3B inh	HSP90 inh	GSK3 alpha inh	Platelet DG rel	IEC-6 cytotox	HSF1 inh	HSF1 activator
Cc1cccc(NC(=S)Nc2ccc(Oc3ccccc3)cc2)n1
    -6	0	11	2	3	1	5	4	-4	14
O=C(CSCc1ccccc1Cl)N1CCN(c2ccccn2)CC1
    2	-67	-82	3	-1	0	1	-3	2	21

Source: PubChem BioAssay
